Bioassay records (PubChem BioAssay)
ALOX12 inh = inhibitors of human 12S-lipoxygenase ALOX12; P18054; purified 12hLO, xylenol orange hydroperoxide absorbance; Potency, µM (series often up to 108 µM), without a hit: at the top dose activity change, negative = inhibition, usual class: inhibitors; 580,000 tested, 1.1% active; active means well fitted inhibition curve with a large enough effect; inconclusive means small, poorly fitted or top-dose-only effect, or another doubt; inactive means no such curve, though single readings can be large or run the other way
Target sequence (P18054 whole entry, looked up): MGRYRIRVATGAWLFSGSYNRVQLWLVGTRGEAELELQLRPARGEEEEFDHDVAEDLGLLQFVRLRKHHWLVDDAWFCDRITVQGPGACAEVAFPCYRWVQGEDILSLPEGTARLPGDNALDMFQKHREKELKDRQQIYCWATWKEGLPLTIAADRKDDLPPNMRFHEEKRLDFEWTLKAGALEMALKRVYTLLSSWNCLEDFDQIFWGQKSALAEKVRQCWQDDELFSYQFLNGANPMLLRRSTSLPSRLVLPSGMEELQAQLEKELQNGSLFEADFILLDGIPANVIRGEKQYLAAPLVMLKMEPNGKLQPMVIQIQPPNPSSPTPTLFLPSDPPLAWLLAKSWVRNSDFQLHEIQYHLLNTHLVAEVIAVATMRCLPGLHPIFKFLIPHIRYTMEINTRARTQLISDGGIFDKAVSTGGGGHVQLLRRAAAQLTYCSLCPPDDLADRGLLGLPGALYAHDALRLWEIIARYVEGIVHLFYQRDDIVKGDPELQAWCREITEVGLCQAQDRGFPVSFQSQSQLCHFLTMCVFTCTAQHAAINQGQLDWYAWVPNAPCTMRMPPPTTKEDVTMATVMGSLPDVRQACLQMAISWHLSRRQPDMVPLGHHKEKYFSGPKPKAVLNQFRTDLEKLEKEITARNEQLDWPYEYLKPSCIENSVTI
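Purified human 12hLO at 150 nM in 25 mM Hepes, 0.01% Triton X-100, pH 7.0, preincubated 15 min at room temperature with compound. Reaction started with 40 uM arachidonic acid, 30 min at room temperature. Hydroperoxide measured by Fe-xylenol orange, 573/405 nm absorbance ratio.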
* = called active by the depositor; [ ] = another dose, or the depositor's remark. On the % scale 0 is the no-effect control and ±100 the full control effect; potency means the concentration at half of the fitted maximal effect.

The opening 4 entries (preview)
For Cc1nccn1CCNC(=O)C12CCCC=C1N(C1CCCC1)C(=O)CC2 (stereo not drawn) the results were ALOX12 inh 52%[activator].
For CCOc1ccc(S(=O)(=O)N2CCN(C(C(=O)O)c3c[nH]c4ccc(Cl)cc34)CC2)cc1 (stereo not drawn) the results were ALOX12 inh 7%.
For O=C(c1ccccc1Cl)N1CCc2c(nc3cc(-c4ccccc4)[nH]n3c2=O)C1 the results were ALOX12 inh inconclusive.
Screening Cc1cc(C)cc(C(=O)OCCCN(C)C2CN(Cc3cn(Cc4ccccc4Cl)nn3)S(=O)(=O)C2)c1 (stereo not drawn) returned ALOX12 inh 15%.

Main list, from the start:
For Cc1nccn1CCNC(=O)C12CCCC=C1N(C1CCCC1)C(=O)CC2 (stereo not drawn) the results were ALOX12 inh 52%[activator].
For CCOc1ccc(S(=O)(=O)N2CCN(C(C(=O)O)c3c[nH]c4ccc(Cl)cc34)CC2)cc1 (stereo not drawn) the results were ALOX12 inh 7%.
For O=C(c1ccccc1Cl)N1CCc2c(nc3cc(-c4ccccc4)[nH]n3c2=O)C1 the results were ALOX12 inh inconclusive.
Screening Cc1cc(C)cc(C(=O)OCCCN(C)C2CN(Cc3cn(Cc4ccccc4Cl)nn3)S(=O)(=O)C2)c1 (stereo not drawn) returned ALOX12 inh 15%.
For CCn1c(SCc2ccccc2Br)nc2cc(S(N)(=O)=O)ccc21 the results were ALOX12 inh -14%.
CC(Cc1cccs1)N(Cc1ccccc1)C(=O)c1ccc(C#N)cc1 (stereo not drawn) was read as ALOX12 inh inconclusive.
For CC(=O)Nc1ccc2nc(-c3cccc(C)c3)oc2c1 the results were ALOX12 inh inconclusive.
`O=C(NCc1nnc2ccc(-c3ccccc3)nn12)c1ccncc1` gave ALOX12 inh 33%[activator].
Cc1n[nH]c(C)c1C(=O)CC1(O)C(=O)N(C)c2ccccc21 (stereo not drawn) was read as ALOX12 inh 14%.
CNC(=O)[C@@H]1CN(C(=O)c2ccc(C)nc2)C[C@H]1CO was read as ALOX12 inh 18%.
For COc1cccc(CN2C[C@@H]3C(C(=O)O)[C@@H]3C2)c1OCCn1ccnc1 (stereo partly drawn) the results were ALOX12 inh inconclusive.
For COc1ccc2nc([C@H]3CCN(Cc4ccccc4)C3)[nH]c2c1 the results were ALOX12 inh 39%[activator][176 µM].
Screening CNc1c(NC(=O)NCCc2ccccc2)c(=O)oc2ccccc12 returned ALOX12 inh -7%.
Screening CCOC(=O)C1CCN(C(=O)COC(=O)c2cc(-c3cccs3)nc3ccccc23)CC1 returned ALOX12 inh 3%.
O=C(Cc1ccccc1F)N1CCC2(CC1)CN(c1ccncn1)CC2CO (stereo not drawn) was read as ALOX12 inh 42%[activator].
`Brc1cccc(-c2nc(-c3ccccc3)no2)c1` gave ALOX12 inh 1%.
CN1CCC(NC[C@H]2COCc3nc4cc(S(C)(=O)=O)ccc4n32)CC1 was read as ALOX12 inh 2%[176 µM].
Screening CCOC(=O)/C(C#N)=C\c1ccc(N)cc1 returned ALOX12 inh 49%.
For O=C(NCc1cccnc1)C1=NOC2CN(C(=O)Nc3cccnc3)CC12 (stereo not drawn) the results were ALOX12 inh -22%[6.33 µM].
Screening Cc1ccc(C(=O)N2c3ccccc3N=C(c3ccccc3)C2C(=O)NC(C)C)cc1 (stereo not drawn) returned ALOX12 inh inconclusive.
Screening Cc1nc2c(c(=O)[nH]1)CCN(C(=O)c1c(C)nn(-c3ccc(F)cc3)c1C)C2 returned ALOX12 inh -28%.
For O=C(NCc1ccc(-c2ccc(Cl)cc2)o1)C1NCCc2[nH]cnc21 (stereo not drawn) the results were ALOX12 inh 2%.
CN1CCCC(CN(C)C(=O)c2cnn(-c3nccc(-c4ccccc4C(F)(F)F)n3)c2C2CC2)C1 (stereo not drawn) was read as ALOX12 inh 14%.
For Cn1c(=O)[nH]c(=O)c2c1nc(SCC(N)=O)n2Cc1ccccc1Cl the results were ALOX12 inh -52%.
Cn1ncc(N2CCN(CC3(O)CCCNC3)CC2)cc1=O (stereo not drawn) was read as ALOX12 inh -13%.
Screening Cc1cccc(N2CCN(C(=O)COCc3cc(-c4ccc(F)cc4)on3)CC2)c1C returned ALOX12 inh inconclusive.
O=C(c1cccc(F)c1)N1CCCC(n2cc(-c3nc(C4CC4)no3)nn2)C1 (stereo not drawn) was read as ALOX12 inh 27%.
COc1ccc(Nc2ccc3c(n2)CN(Cc2ccccc2C)C(=O)CO3)cn1 was read as ALOX12 inh 7%[176 µM].
Screening COC[C@@H]1CN(C(=O)Cc2ccc(F)cc2)C[C@H]1c1ccncc1 returned ALOX12 inh 40%[activator].
Screening CCC(c1cccs1)N1C(=O)[C@H]2CN(Cc3cccnc3)C[C@H]2C1=O (stereo partly drawn) returned ALOX12 inh 21%.
For Cc1cc(CSc2nnc(-c3cccnc3)n2Cc2ccco2)on1 the results were ALOX12 inh -1%.
CCOC(=O)C(C(=O)OCC)=C(C(=O)OCC)C(=O)OCC was read as ALOX12 inh inconclusive.
`Cc1cc(C(=O)N2CC[C@H](NS(=O)(=O)c3cccs3)C[C@H]2C(=O)N[C@H](C)C(N)=O)n(C)n1` gave ALOX12 inh 24%.
Screening Cc1ccccc1-c1nccc(Nc2ccc(F)cc2)n1 returned ALOX12 inh -16%.
Screening CC(C)CN1CC2(CCN(C(=O)c3cc(-c4ccccc4)nn3C)CC2)CC1=O returned ALOX12 inh 17%.
`Cc1ccc(-c2n[nH]c(-c3ccccn3)n2)cc1` gave ALOX12 inh -2%.
Screening Cc1ccc(F)c(Nc2ncnc3c2oc2ccccc23)c1 returned ALOX12 inh 4.5µM*.
For CC(=O)NC1CC(C)(C)NC(C)(C)C1 the results were ALOX12 inh 1%.
Screening CC(=O)Nc1ccc(NC(=O)CN2C(=O)NC3(CCC(C)CC3)C2=O)cc1 (stereo not drawn) returned ALOX12 inh 21%.
For COc1ccc2[nH]c3c(c2c1)CCNC31CCN(C(=O)c2ccc(OC)c(F)c2)CC1 the results were ALOX12 inh 13%.
For CC1=C(C(=O)Nc2ccccc2)C(c2cccc(Cl)c2)N2C(=O)CSC2=N1 (stereo not drawn) the results were ALOX12 inh 1%.
Cc1nccn1-c1ccc(CNC(=O)C(c2ccc(F)cc2)N(C)C)cc1 (stereo not drawn) was read as ALOX12 inh 25%.
COc1ccc(OC)c(NC(=O)c2ncoc2-c2ccc(C)o2)c1 was read as ALOX12 inh -3%.
Screening COC[C@@H]1[C@H](C(=O)N2CCN(c3ccccc3OC)CC2)CCC(=O)N1C returned ALOX12 inh 42%[activator].
For CCOC(=O)C1=C(C)N=C2c3ccccc3C(=O)C2C1c1ccc(Br)cc1 (stereo not drawn) the results were ALOX12 inh inconclusive.
`CNc1nc2c(c(=O)[nH]c(=O)n2C)n1Cc1cccc(Br)c1` gave ALOX12 inh inconclusive.
CC(C)NC(=O)NCc1c(-n2cccc2)sc2c1CCN(C)C2 was read as ALOX12 inh inconclusive.
Screening CCOC(=O)NC(CNC(=O)NCc1ccc(C(C)O)cc1)CC(C)C (stereo not drawn) returned ALOX12 inh 10%.
Screening CCN(C(=O)c1cnc(N2CCOCC2)c2ccccc12)c1cccc(C)c1 returned ALOX12 inh -2%.
For O=C(CCC[C@@H]1[C@H]2CCCN3CCC[C@@H](CN1C(=O)Cc1cccs1)[C@@H]23)N1CCOCC1 the results were ALOX12 inh 93%[activator].
Screening CC(C)(C)C(C)(O)C#CCN1CCCC1 (stereo not drawn) returned ALOX12 inh inconclusive.
`COCCN(CCOC)Cc1coc(-c2cccc(F)c2)n1` gave ALOX12 inh -3%.
`COc1cccc(S(=O)(=O)N2CCC(Oc3ccc(C(N)=O)cn3)CC2)c1` gave ALOX12 inh 4%.
Screening COc1ccc(-c2nc(C(=O)N3CCC(C)CC3)nn2-c2ccccc2Cl)cc1 returned ALOX12 inh 0%.
Screening O=C(NCc1ccccc1)c1cc(C2CC2)nc2ccccc12 returned ALOX12 inh inconclusive.
Screening O=C(NC1CCN(c2cc(-c3ccccc3)[nH]n2)CC1)c1ccccc1 returned ALOX12 inh 31%[activator].
For CCc1nc2c(c(-c3ccc(Cl)cc3)n1)CN(Cc1ccc(N(C)C)cc1)CC2 the results were ALOX12 inh inconclusive.
For COCc1nc2c(NC(=O)CC3CCCCC3)cccn2n1 the results were ALOX12 inh 41%[activator].
Cc1ccccc1NC(=O)c1snc2c(=O)[nH]cnc12 was read as ALOX12 inh -29%.
Screening CCCOc1ccc(C(=O)Nc2cccc3ncccc23)cc1 returned ALOX12 inh inconclusive.

Some of these compounds in order of number of heavy atoms, low to high:
Screening CC(C)(C)C(C)(O)C#CCN1CCCC1 (stereo not drawn) returned ALOX12 inh inconclusive.
Screening CCCOc1ccc(C(=O)Nc2cccc3ncccc23)cc1 returned ALOX12 inh inconclusive.
Screening CCOC(=O)NC(CNC(=O)NCc1ccc(C(C)O)cc1)CC(C)C (stereo not drawn) returned ALOX12 inh 10%.

Continuation:
For CCCCCC(=O)Nc1nc2c(s1)C[C@@H]1[C@](C)(CO)[C@H](O)CC[C@@]1(C)[C@@H]2CC(=O)N1CCC(C(N)=O)CC1 the results were ALOX12 inh 0%.
CSCCC(=O)NCc1cccs1 was read as ALOX12 inh 1%.
Screening COCCNC(=O)CCCn1c(=O)c2cc(OC)c(OC)cc2n(CC(=O)c2ccc(Cl)cc2)c1=O returned ALOX12 inh -23%.
`COc1ccc2c(c1)O/C(=C\c1cccc(OS(C)(=O)=O)c1)C2=O` gave ALOX12 inh 5%.
Cc1ccc(N2CCC(NC(=O)Cc3ccccc3C)C2=O)cc1 (stereo not drawn) was read as ALOX12 inh inconclusive.
For CNc1nc(NCCC2CN(c3cnn(C)c(=O)c3)CCO2)ncc1F (stereo not drawn) the results were ALOX12 inh -4%.
Screening O=C1NC2(CN(Cc3cncs3)C2)Oc2ccccc21 returned ALOX12 inh 25%[176 µM].
Screening COc1ccccc1N(C)S(=O)(=O)c1ccc(C(=O)Nc2c(C)cccc2C(C)C)cc1 returned ALOX12 inh 1%.
COC(=O)[C@H](NC(=O)[C@@H]1[C@@H](NC(=O)Nc2ccc(F)cc2F)CCN1C(=O)CSC)C(C)C was read as ALOX12 inh 0%.
COc1cccc(C2NC(=O)NC(C)=C2C(=O)c2ccc(Cl)cc2)c1 (stereo not drawn) was read as ALOX12 inh inconclusive.
Screening COc1cc(C)c(C)cc1S(=O)(=O)NCC(C)O (stereo not drawn) returned ALOX12 inh -7%.
c1ccc(Cn2c(CN3CCOCC3)nc3ccccc32)cc1 was read as ALOX12 inh 45%.
Screening COc1ccc(OC)c(CNC(=O)C2CCN(C(=O)N3CC4CC(C3)[C@H]3CCCC(=O)N3C4)CC2)c1 (stereo partly drawn) returned ALOX12 inh 46%[activator].
CC(C)(C)SCC(=O)NN=C(c1ccccc1)c1ccccc1 was read as ALOX12 inh -15%.
Screening COc1cc(F)ccc1-c1ccc(=O)n(Cc2cccc(F)c2)n1 returned ALOX12 inh -6%.
Screening c1ccc(-n2cnnc2CC2CCN(Cc3ccc(-c4ccn[nH]4)o3)CC2)cc1 returned ALOX12 inh inconclusive.
`COc1cccc2cc(-c3nnc(SCC(=O)Nc4cc(C)ccc4C)n3N)oc12` gave ALOX12 inh 19%.
`COc1ccc(OCC(=O)NCCN2CCN(S(=O)(=O)c3ccc(C)cc3)CC2)cc1` gave ALOX12 inh inconclusive.
`CC(C)Cc1ccc(-c2cnc(CCC(=O)NC3=NCCS3)o2)cc1` gave ALOX12 inh 0%.
Cc1cc(C(=O)O)cs1 was read as ALOX12 inh inconclusive.
`Cc1cc2ncc(C(=O)NCc3ccc(F)cc3)cn2n1` gave ALOX12 inh -6%[176 µM].
Screening Cc1ccc(NC(=O)c2n[nH]c(=O)c3ccccc23)c(C)c1 returned ALOX12 inh -13%.
COC(=O)c1ccc(C(=O)OC)c(NC(=O)COc2ccc(OC)cc2)c1 was read as ALOX12 inh -1%.
COc1ccc(-c2c(C)c3ccc(OCC(=O)OC(C)(C)C)cc3oc2=O)cc1OC was read as ALOX12 inh 16%.
For CN(C)C(=O)C1CCCN(c2nc3ncccc3o2)C1 (stereo not drawn) the results were ALOX12 inh 29%[176 µM].
Screening O=C(O)CSC(=O)c1ccccc1Cl returned ALOX12 inh inconclusive.
For COCC(=O)N(C1CCOCC1)C1CCN(C(=O)c2ccccc2OC(F)(F)F)CC1 the results were ALOX12 inh 23%.
Screening CN(Cc1ccc(OC(F)F)cc1)C(=O)c1n[nH]c(=O)c2ccccc12 returned ALOX12 inh 7%.
For O=C(/C=C\c1ccc2c(c1)OCO2)Nc1nnc(SCC(=O)OCc2ccccc2)s1 the results were ALOX12 inh 3%.
`COc1ccc(C(=O)N2CC[C@@H](CC(=O)O)[C@@H](CCN3CCCCC3)C2)cc1` gave ALOX12 inh inconclusive.
`Cc1nc2ccc(C(=O)Nc3ccccc3C(=O)N3CCCCCC3)cc2[nH]1` gave ALOX12 inh 57%[activator].
Screening COc1ccc(Br)cc1S(=O)(=O)NCCN1CCCCCC1 returned ALOX12 inh inconclusive.
Screening O=C(CC12CC3CC(CC(C3)C1)C2)NCC(=O)N1CCC(c2nc3ccccc3o2)CC1 returned ALOX12 inh -3%.
O=C(NCc1ccco1)N1CCCC2(C1)Nc1cccnc1NC2=NCc1ccccc1 (stereo not drawn) was read as ALOX12 inh 13%.
COC1CN(c2cccc(F)c2)C12CCN(C(=O)NCCc1ccccc1)CC2 (stereo not drawn) was read as ALOX12 inh inconclusive.
Cc1ccc(S(=O)(=O)C(CNS(=O)(=O)c2ccc(Cl)cc2)c2cccnc2)cc1 (stereo not drawn) was read as ALOX12 inh inconclusive.

Among those listed so far, three contain a tert-butyl group.
Screening CC(C)(C)C(C)(O)C#CCN1CCCC1 (stereo not drawn) returned ALOX12 inh inconclusive.
CC(C)(C)SCC(=O)NN=C(c1ccccc1)c1ccccc1 was read as ALOX12 inh -15%.
COc1ccc(-c2c(C)c3ccc(OCC(=O)OC(C)(C)C)cc3oc2=O)cc1OC was read as ALOX12 inh 16%.

Only part of the results is shown; the hit share may differ from the screen's.
